Screening results from PubChem.
NadD block: inhibitors of Staphylococcus aureus NadD | purified NadD enzyme, colorimetric absorbance read-out | inhibition, % at 20 µM | hit rate 0.78% among 360,000 | AID 602399; in the data active means inhibition above about 26%; further: some compounds past the cut are filed as inactive
Rpn11 block: blocks the human proteasome subunit Rpn11 | calls only at 20 µM | human 26S proteasome, Ub4-pepOG fluorescence polarization; 20S core pre-blocked with epoxomicin | hit rate 0.59% among 360,000 | O00487 | AID 588493;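 active means inhibition at 20 µM, scaled to each plate's controls, above about 33%, limit read from the data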
MT1-MMP act inh: inhibitors of human MT1-MMP activation | P50281 | HT1080 RFP-PRO-GFP cells, GFP/RFP ratio fluorescence, overnight; percent of plate control window, DMSO zero | GFP/RFP ratio change, % at 20 µM | hit rate 0.061% among 360,000 | AID 651647;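 active means GFP/RFP ratio change of at least 30% with cell ATP level not reduced by more than half and red fluorescence within 50% of control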; further: strong numbers were not always called active
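Assay system: HT1080 RFP-PRO-GFP cells | Dosing: 20 µM single dose, 1% DMSO | Incubation: Cells overnight before dosing, compound overnight, 37 °C, 5% CO2 | Evaluation: GFP/RFP fluorescence ratio | Control set: DMSO-only wells and HT1080 RFP-L50D-GFP cell wells as references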
LMPTP inh: LMPTP (human) inhibition. P24666. recombinant LMPTP-A, OMFP fluorogenic substrate, fluorescence intensity. inhibition, % at 20 µM. hit rate 0.22% among 360,000;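 active means compounds that cut the enzyme signal by at least half of the control window in the single-dose screen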;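 further: plate controls were DMSO wells with enzyme plus substrate for no effect and substrate without enzyme for full effect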
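Buffer or medium: Bis-Tris pH 6.0, DTT, detergent; Assay system: LMPTP-A enzyme; Quantity: 0.625 nM enzyme; Detection: endpoint fluorescence intensity; Times: 50 min dark incubation at room temperature; Controls: substrate-only low control, DMSO enzyme-plus-substrate high control; Doses: single 20 µM dose; Read-out: percent inhibition versus substrate-only and uninhibited controls; Reagent: 400 µM OMFP.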
DNMT1 inh: DNMT1 (human) enzyme inhibition; P26358; DNMT1 molecular beacon, Hinp1I cleavage, fluorescence; inhibition (reported as % activation of signal), % at 10 µM; hit rate 0.83% among 360,000; AID 588458; in the data active means inhibition above about 50%
Target sequence (P26358 504-1616 limits assumed): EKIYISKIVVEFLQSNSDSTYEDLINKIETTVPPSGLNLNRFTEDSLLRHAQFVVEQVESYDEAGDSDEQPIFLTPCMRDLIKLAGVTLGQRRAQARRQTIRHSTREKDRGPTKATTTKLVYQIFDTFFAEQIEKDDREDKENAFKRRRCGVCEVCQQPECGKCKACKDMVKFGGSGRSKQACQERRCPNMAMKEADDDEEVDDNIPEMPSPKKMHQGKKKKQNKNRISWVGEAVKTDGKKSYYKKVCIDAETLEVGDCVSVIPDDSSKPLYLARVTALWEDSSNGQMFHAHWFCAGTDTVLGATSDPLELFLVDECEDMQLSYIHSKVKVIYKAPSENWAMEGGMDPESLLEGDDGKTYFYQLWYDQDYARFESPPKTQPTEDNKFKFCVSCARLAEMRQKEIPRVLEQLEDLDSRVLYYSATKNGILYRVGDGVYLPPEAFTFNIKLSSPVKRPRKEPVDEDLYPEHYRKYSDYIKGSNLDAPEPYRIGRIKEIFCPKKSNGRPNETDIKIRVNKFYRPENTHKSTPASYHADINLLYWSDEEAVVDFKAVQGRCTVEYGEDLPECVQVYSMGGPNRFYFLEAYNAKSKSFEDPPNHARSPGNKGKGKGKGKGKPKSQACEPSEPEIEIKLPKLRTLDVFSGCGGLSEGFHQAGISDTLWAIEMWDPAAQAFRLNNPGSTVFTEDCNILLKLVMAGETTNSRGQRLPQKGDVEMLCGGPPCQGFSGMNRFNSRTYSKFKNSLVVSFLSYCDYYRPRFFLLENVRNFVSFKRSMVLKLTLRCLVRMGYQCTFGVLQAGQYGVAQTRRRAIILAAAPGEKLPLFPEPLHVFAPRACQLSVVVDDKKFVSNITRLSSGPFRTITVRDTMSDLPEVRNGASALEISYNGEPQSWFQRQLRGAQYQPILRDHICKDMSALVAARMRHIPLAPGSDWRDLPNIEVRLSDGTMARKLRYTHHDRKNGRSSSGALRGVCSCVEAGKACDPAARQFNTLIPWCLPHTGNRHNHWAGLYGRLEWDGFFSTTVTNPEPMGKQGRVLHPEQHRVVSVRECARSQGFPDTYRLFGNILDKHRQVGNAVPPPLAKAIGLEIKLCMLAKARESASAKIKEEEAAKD
SUMO1 PPI mod: modulators of human SUMO1-mediated protein-protein interactions. P63165. SUMO1 binding to a labelled peptide, TR-FRET, 1 h. inhibition, % at 20 µM. hit rate 0.33% among 360,000. AID 602429; in the data active means inhibition above about 37%
SKN-1 inh: blocks SKN-1 activity in C. elegans | C. elegans VP596 Pgst-4::GFP/RFP ratio, acrylamide-induced, 24 h | inhibition, % at 21.8 µM | hit rate 0.49% among 360,000;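 active means interference check ratio from 0.5 to 1.5 plus GFP to RFP signal ratio inhibition reaching or exceeding a fixed threshold, cut at about 30% in these data, passing the limit was not always enough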; further: some compounds called inactive have numbers as strong as hits
Scp-1 inhibitor: blocks human Scp-1 phosphatase activity | Q9GZU7 | Recombinant Scp1, phosphopeptide, malachite green phosphate absorbance | inhibition, % at 20 µM | hit rate 0.88% among 340,000 | AID 493091;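 active means inhibition above about 50% at 20 µM, limit read from the data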;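 further: plate controls were DMSO wells with enzyme for no effect and wells lacking enzyme for full effect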
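Test system: SCP-1 catalytic domain; Buffer or medium: Acidic Tris acetate buffer with magnesium and detergent; Also added: Phosphorylated 17-residue peptide substrate; Compound: single 20 µM dose, 1% DMSO; Schedule: enzyme reaction 45 min at room temperature, colour 5 min, stabilisation 30 min; Signal: Phosphate-binding colour reagent, absorbance read at 630 nm.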
CendR NRP1 mod: alters CendR peptide binding to human NRP-1; O14786; FAM-RPARPAR peptide binding to NRP-1, fluorescence polarization; inhibition, % at 25 µM; hit rate 0.85% among 360,000;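 active means inhibition or corrected inhibition above about 18%, plus a signal ratio from 0.5 to 1.5, limit read from the data, passing the limit was not always enough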; further: strong numbers were not always called active
STEP block: inhibitors of human striatal-enriched phosphatase STEP; inhibition, % at 20 µM; hit rate 0.25% among 360,000; P54829; recombinant STEP, OMFP fluorogenic substrate, fluorescence;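 active means inhibition at 20 µM, scaled per plate between control wells, above about 37%, limit read from the data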;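 further: 0% = DMSO with enzyme and substrate and 100% = substrate only without enzyme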
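System: isolated STEP enzyme; schedule: 20 min enzyme reaction at room temperature, protected from light; medium: Bis-Tris buffer pH 6.0, 2.5 mM DTT, 0.005% Tween 20; signal: fluorescence, 480/540 nm; dosing: single compound dose of 20 µM, 1% DMSO final; also added: OMFP substrate, 25 µM final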
* marks the source's active call; other numbers are inactive results; i = inactive; . = no result given.

no.	NadD block	Rpn11 block	MT1-MMP act inh	LMPTP inh	DNMT1 inh	SUMO1 PPI mod	SKN-1 inh	Scp-1 inhibitor	CendR NRP1 mod	STEP block	SMILES
1	-1	i	-8	2.9	-4	1	30	-7	-1	0	COc1cc(S(=O)(=O)N2CCOCC2)ccc1NC(=O)COC(=O)CC12CC3CC(CC(C3)C1)C2
2	0	i	0	-1.5	-4	4	4	-1	-9	-4	O=C(COc1cccc2c1CCN(Cc1ccccc1F)C2=O)N1CCCCC1
3	-3	i	1	0.8	-3	1	-18	26	1	2	O=[N+]([O-])c1ccccc1S(=O)(=O)NC1CCCCCCC1
4	-7	i	-4	-0.7	-2	3	-10	-5	-5	0	COc1cc(C(O)P(=O)(OCC(C)C)c2ccc(N(C)C)cc2)cc(OC)c1OC (stereo not given)
5	-1	i	1	0.8	-2	-15	2	-4	-1	3	CC(C)COc1ccc(C(=O)N/C(=C/c2cccc([N+](=O)[O-])c2)C(=O)O)cc1
6	2	.	8	-0.7	.	-1	8	.	-6	.	CC(C)C[C@@H]1Cc2[nH][nH]c(=O)c2[C@H](CCc2ccccc2)O1
7	0	i	4	-0.8	2	1	6	-1	-9	1	O=C(CNC(=O)c1ccccc1)OC1CCCCC1
8	-3	i	3	-0.9	8	5	0	0	-12	3	CC(=O)c1sc(NC(=O)CCS(=O)(=O)c2ccc(C)cc2)nc1C
9	-1	i	3	-1.4	3	2	15	-3	4	-2	CCCN(C(=O)Cn1ncc2c([nH]c3ccccc32)c1=O)c1ccccc1C
10	-4	i	1	-0.5	-1	-2	15	-11	6	-2	Cc1nc(NC(=O)CCl)sc1C(=O)N(C)C
11	0	i	0	-0.4	-2	0	-3	-4	-11	0	Cc1ccc(S(=O)(=O)N(C)c2nonc2C)cc1
12	2	i	1	-3.0	-6	2	8	2	-19	-1	NC1=NN(c2cccc(C(=O)O)c2)C(=O)C1

The listing continues:
no.	NadD block	Rpn11 block	MT1-MMP act inh	LMPTP inh	DNMT1 inh	SUMO1 PPI mod	SKN-1 inh	Scp-1 inhibitor	CendR NRP1 mod	STEP block	SMILES
13	22	i	2	0.2	2	1	-13	18	7	4	Cc1ccc(S(=O)(=O)SCCCSS(=O)(=O)c2ccc(C)cc2)cc1
14	0	i	-1	-0.3	3	4	-9	-7	-1	-3	O=C(CS(=O)c1ccc(F)cc1)Nc1ccccc1Cl (stereo not given)
15	8	i	-6	-1.4	-3	-6	4	-7	-4	1	Cc1ccc(S(=O)(=O)N2C(=O)CCC2C(=O)N2CCN(C)CC2)cc1 (stereo not given)
16	0	i	-2	6.9	11	5	7	.	-11	1	Cc1ccc2nc(-c3cccc(Br)c3)c(Cc3ccccc3)n2c1
17	-5	i	0	-0.5	-4	-26	-6	.	-4	-2	NC(CSCc1ccccc1)C(=O)Nc1ccc([N+](=O)[O-])cc1 (stereo not given)
18	0	i	3	-1.9	8	1	3	4	7	1	CCN(C[C@H]1N[C@@](CC)(C(=O)OC)[C@H]2C(=O)N(C)C(=O)[C@@H]12)S(=O)(=O)c1ccc(C)cc1
19	-4	i	-5	1.1	0	-23	-13	4	4	3	Cc1ccc(S(=O)(=O)N(CC(=O)Nc2cccnc2)c2cccc([N+](=O)[O-])c2)cc1
20	-6	i	10	-0.5	-3	4	-3	-6	-7	2	CCC1CCC/C1=N\NC(=O)c1cc(C)[nH]n1 (stereo not given)
21	-9	i	2	0.1	32	2	-3	-14	21	-1	Cc1ccc(S(=O)(=O)Nc2ccc(SC(F)F)cc2)c(C)c1
22	.	.	11	1.1	.	2	-1	.	2	.	Oc1ccc(Br)c(CN2CCN(c3ncc(Cc4ccccc4)cn3)CC2)c1
23	-5	i	-1	-0.1	5	3	5	-7	6	-2	CC(C)(C)NC(=O)C(=O)NNC(=O)c1ccccc1Br
24	-5	i	6	-0.8	4	-2	-12	-3	-2	2	O=C(OC(C(=O)NCc1cccs1)c1ccccn1)c1cccs1 (stereo not given)

The listing continues.
no.	NadD block	Rpn11 block	MT1-MMP act inh	LMPTP inh	DNMT1 inh	SUMO1 PPI mod	SKN-1 inh	Scp-1 inhibitor	CendR NRP1 mod	STEP block	SMILES
25	2	i	-1	-0.5	5	-3	-10	.	-1	-1	CCc1nc2c(OCC(=O)N3CCOCC3)cccn2c1N(C=O)Cc1ccccc1
26	-1	i	5	-2.4	4	-1	1	3	-2	-2	C/C(Cn1cnc([N+](=O)[O-])n1)=N/NC(=O)COc1ccccc1Cl
27	25	i	9	1.9	-3	-1	3	-1	17	7	C/C(=N\NC(=O)COc1ccc(C)cc1C(C)C)c1ccc(-n2ccnc2)cc1
28	-10	i	-4	1.2	7	3	-2	-6	10	0	C=CCNC(=O)c1onc(CSc2cc(C)cc(C)c2)c1C(=O)NCC=C
29	-3	i	1	2.5	-1	-23	6	-6	0	0	O=[N+]([O-])c1cc(C(F)(F)F)ccc1NCCCN1CCOCC1
30	26	i	-1	11	66*	-6	-8	9	-12	2	N#Cc1ccccc1/C=N/Nc1nc(-c2ccccc2)c2cc(Cl)ccc2n1
31	-2	i	-1	0.4	-1	1	0	-4	13	5	COc1cc(OC)cc(C(=O)OCC(=O)N(C)c2ccccc2)c1
32	-9	i	-1	2.0	0	-11	6	-8	-21	4	Cc1cccc(N=C2NC(=O)/C(=C/c3cccn3C)S2)c1
33	5	i	1	-0.3	3	0	-10	-1	4	-6	COc1ccc(CN2CCCC(C(=O)N(C)Cc3ccccc3)C2)cc1OC (stereo not given)
34	-1	i	2	-0.4	4	1	15	5	-2	-1	COc1ccc(C(CC(=O)O)c2cc(OC)c(OC)c(OC)c2)cc1OC (stereo not given)
35	0	i	3	0.2	10	0	1	1	1	-2	CCSc1nnc(NC(=O)C2CC(=O)N(Cc3ccc(C)cc3)C2)s1 (stereo not given)
36	2	i	7	0.1	0	2	1	3	9	2	Cc1cccc(NC(=O)CSCC(=O)N=c2sccn2C)c1

Continued.
no.	NadD block	Rpn11 block	MT1-MMP act inh	LMPTP inh	DNMT1 inh	SUMO1 PPI mod	SKN-1 inh	Scp-1 inhibitor	CendR NRP1 mod	STEP block	SMILES
37	-5	i	-5	-0.4	1	3	4	-7	10	-1	COc1ccc(S(=O)(=O)N2CCCCC2)cc1NS(=O)(=O)c1ccccc1
38	-4	i	2	-2.0	-3	-3	-2	-5	11	2	C/C=C/c1ccc(OCC(O)CNCC(c2ccc(OC)cc2)N(C)C)c(OC)c1 (stereo not given)
39	0	i	0	-0.3	-2	-7	1	-3	8	1	O=C(CSc1ccccc1C(=O)N1CCN(c2ccccc2)CC1)N1CCCC1
40	1	i	1	0.0	1	-2	-4	-13	5	0	CCCC1(CC)C(=O)NC(=O)N=C1N (stereo not given)
41	4	i	0	-1.2	10	2	0	-4	-10	0	Fc1cccc(/C=N/NC(=S)Nc2ccccc2Cl)c1
42	2	i	.	-2.0	4	1	-12	-2	-2	0	NNC(=O)c1cc2ccccc2[nH]1
43	-7	i	1	-0.4	0	-2	-2	0	4	-4	CCCCn1c(N)c(N(C)C(=O)c2c(C)nn(-c3ccccc3)c2C)c(=O)[nH]c1=O
44	1	i	-3	-1.8	3	2	2	-7	2	-3	Nc1ccn(CC(=O)N[C@H](CO)Cc2c[nH]c3ccccc23)c(=O)n1
45	-3	i	4	-1.1	3	13	-3	-6	-13	-2	CC(=O)c1c(C)oc2ccc(NS(=O)(=O)c3ccc(O)c(C(=O)O)c3)cc12
46	-6	i	2	-1.9	6	3	8	-10	7	-3	O=C([C@H](O)c1ccccc1)N1CCC[C@H]1CO
47	-1	i	-2	0.6	4	22	-26	-1	6	0	CCN(C(=O)c1cccnc1)c1ccccc1
48	2	i	4	-0.9	3	4	-3	-12	-10	-1	COC(=O)c1ccc(NC(=O)C2CC2)o1

(continued)
no.	NadD block	Rpn11 block	MT1-MMP act inh	LMPTP inh	DNMT1 inh	SUMO1 PPI mod	SKN-1 inh	Scp-1 inhibitor	CendR NRP1 mod	STEP block	SMILES
49	0	i	0	-0.6	1	-1	8	-15	0	1	COc1ccc(NC(=S)NC(=O)c2cncc(Br)c2)c(OC)c1
50	-7	i	-5	-7.8	-10	-9	-4	-2	-12	0	CN(C)CCCN=Cc1c(O)n(Cc2ccccc2)c(=O)c2ccccc12
51	-2	i	3	-1.0	1	-3	16	-5	2	1	O=C(/C=C/c1ccc(Cl)cc1)N1CCOCC1
52	2	i	-4	0.3	-4	3	5	1	-5	-2	COc1ccc(-c2cc(C(=O)Nc3ccc(Cl)cc3Cl)c3ccccc3n2)cc1OC
53	-12	i	5	0.7	-2	-4	-13	-14	1	-1	CSc1cccc(NC(=O)CSc2ccc(Cl)cc2)c1
54	-10	i	-3	0.0	0	-6	15	-6	-4	1	COC(=O)c1sccc1NC(=O)c1ccccc1
55	0	i	-1	-0.4	4	-2	8	-1	8	3	COCCn1c(SCC(=O)c2c[nH]c3ccccc23)nnc1-c1ccncc1
56	6	i	7	1.9	-4	-5	7	-5	20	4	COCCCN1C(=O)C(O)=C(C(=O)c2ccc(C)o2)C1c1cccc(Br)c1 (stereo not given)
57	-12	i	-4	-1.0	1	0	-10	-9	8	2	Cc1ccccc1-c1cccc(CN2CCN(C)C(CCO)C2)c1 (stereo not given)
58	0	i	-8	-2.5	-3	-2	-2	.	-6	-1	COc1cccc(NC(=O)Nc2nnc(COCCO)s2)c1
59	-8	i	-9	1.2	2	-3	-8	-8	6	-3	CCNc1nc(NC(C)(C)C)nc(N2CCCC2)n1
60	0	i	3	-1.2	7	-3	9	.	-2	-3	O=C(COc1ccc2ccc(=O)oc2c1)NCCN1CCOCC1

Three of the entries above in order of their number in Scp-1 inhibitor, falling:
cpd	mol	NadD block	Rpn11 block	MT1-MMP act inh	LMPTP inh	DNMT1 inh	SUMO1 PPI mod	SKN-1 inh	Scp-1 inhibitor	CendR NRP1 mod	STEP block
52	COc1ccc(-c2cc(C(=O)Nc3ccc(Cl)cc3Cl)c3ccccc3n2)cc1OC	2	i	-4	0.3	-4	3	5	1	-5	-2
54	COC(=O)c1sccc1NC(=O)c1ccccc1	-10	i	-3	0.0	0	-6	15	-6	-4	1
59	CCNc1nc(NC(C)(C)C)nc(N2CCCC2)n1	-8	i	-9	1.2	2	-3	-8	-8	6	-3
